# Measles CPE = protection of cells from measles virus | Measles virus-infected cells, CPE protection, absorbance | protection (pct of control), % at 4 µM | actives 1.5% (n = 140,000) | AID 841; in the data active means protection mostly above about 24%, no sharp cut-off; inactive means mostly below about 26%; further: some compounds called inactive have numbers as strong as hits
# Yeast lifespan up = extends the lifespan of yeast; AID 775; S. cerevisiae growth with nicotinamide, OD615; deaD strain in restrictive glucose medium; inhibition of the nicotinamide effect, % at 10 µM; actives 0.68% (n = 130,000);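 active means inhibition above a set limit, placed 3 SD over the median of all compounds, cut at about 26% in these data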;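 further: 0% = nicotinamide-treated wells and 100% = cells grown without nicotinamide; some compounds called inactive have numbers as strong as hits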
#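 System: Modified budding yeast, DeaD strain | Buffer or medium: Restrictive glucose medium | Also added: 1.5 mM nicotinamide | Doses: 10 µM single point, 0.25% DMSO | Schedule: 48 h compound exposure at 30 °C, humidified | Detection: Absorbance at 615 nm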
# NPY Y2 blocker = NPY-Y2 (human) receptor antagonism; P49146; inhibition, % at 2.7 µM; actives 0.99% (n = 140,000); NPY-Y2 expressing cells, antagonist mode; in the data active means inhibition above about 17%;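 further: 0% = vehicle with agonist challenge and 100% = reference antagonist with challenge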
# Target sequence (P49146 whole entry, looked up): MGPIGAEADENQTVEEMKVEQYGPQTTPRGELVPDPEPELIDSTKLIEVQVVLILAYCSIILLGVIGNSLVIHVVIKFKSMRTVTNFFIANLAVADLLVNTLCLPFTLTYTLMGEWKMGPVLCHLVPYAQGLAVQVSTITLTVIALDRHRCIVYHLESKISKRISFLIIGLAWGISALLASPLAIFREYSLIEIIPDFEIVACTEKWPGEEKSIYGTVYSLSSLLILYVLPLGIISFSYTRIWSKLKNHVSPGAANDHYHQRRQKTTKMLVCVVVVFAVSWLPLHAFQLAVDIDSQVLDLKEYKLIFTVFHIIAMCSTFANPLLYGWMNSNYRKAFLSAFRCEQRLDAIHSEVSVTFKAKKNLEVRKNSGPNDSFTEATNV
# E-sel TNF inh = blocks E-selectin expression induced by TNF alpha. AID 1246. HUVEC TNFa-induced E-selectin immunofluorescence, high content. actives 0.71% (n = 120,000). inhibition, % at 2 µM;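 active means inhibition above the batch mean plus 3 SD, and confirmed as a hit on visual image review, cut at about 43% in these data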;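 further: 0% = TNF-stimulated DMSO wells and 100% = unstimulated control wells; not every result past the cut was called active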
# GALR2 blocker = antagonists of human galanin receptor 2 (GALR2); O43603; GALR2-expressing cells, antagonist mode; inhibition, % at 4 µM; actives 0.39% (n = 140,000); AID 828; in the data active means inhibition above about 27%;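 further: cells stimulated with galanin 1-16 at roughly its EC80; 0% = agonist challenge control and 100% = basal control without agonist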
# Target sequence (O43603 whole entry, looked up): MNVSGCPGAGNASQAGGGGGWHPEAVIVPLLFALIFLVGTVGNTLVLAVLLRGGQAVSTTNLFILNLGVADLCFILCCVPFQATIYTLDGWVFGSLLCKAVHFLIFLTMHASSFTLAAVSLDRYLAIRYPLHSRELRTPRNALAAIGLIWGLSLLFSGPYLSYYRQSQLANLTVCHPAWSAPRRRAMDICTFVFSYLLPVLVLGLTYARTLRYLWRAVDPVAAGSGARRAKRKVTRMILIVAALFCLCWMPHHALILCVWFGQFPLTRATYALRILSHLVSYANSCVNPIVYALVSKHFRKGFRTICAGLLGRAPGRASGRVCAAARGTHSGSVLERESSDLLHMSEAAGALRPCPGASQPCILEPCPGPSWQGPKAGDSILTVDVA
# HCT116 bCat-KO = beta-catenin-lacking colon tumor cell growth suppression | AID 818 | HCT116 beta-catenin knockout viability, CellTiter-Glo, 60 h; hits give low values | viability, % at 10 µM | actives 1.5% (n = 140,000);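 active means viability at or under a set limit, the compound median less 4 SD, cut at about 6% in these data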;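 further: 0% = Hyamine 1622 control at 20 µM and 100% = untreated cell control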
# Phagocyt inh = macrophage phagocytosis inhibition | J774A.1 macrophage IgG-bead phagocytosis, imaging | inhibition, % at 5 µM | actives 0.07% (n = 110,000) | AID 1029;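 active means inhibition above the mean of the plate negative controls plus 5 SD, cut at about 13% in these data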;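 further: phagocytic index as fraction of beads internalized from green versus red external bead signal; plate controls were DMSO negative control for no effect and cytochalasin-D positive control for full effect; some results beyond the cut were filed as inactive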
# PTEN del growth = PTEN-deleted cell growth suppression | HCT116 PTEN-null viability, CellTiter-Glo, 60 h; hits give low values | viability, % at 10 µM | actives 1.2% (n = 140,000) | AID 827;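 active means viability at or below a set limit, 4 SD under the median of all tested compounds, cut at about 3.7% in these data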;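 further: PTEN knockout HCT116 line with beta catenin targeted HCT116 as companion control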
# MRP1 act = activators of MRP-1; H69AR cells + doxorubicin, viability rescue, CellTiter-Glo; viability increase, % at 10 µM; actives 0.61% (n = 140,000); AID 799;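 active means viability gain under doxorubicin at or above a set limit, the compound median plus 3 SD, cut at about 4.7% in these data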;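 further: MRP-1 overexpressing cells given doxorubicin 25 µM after compound pretreatment; 18-22 h compound pretreatment then 72 h with doxorubicin before readout; 0% = doxorubicin-only wells and 100% = vehicle-treated cells without doxorubicin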
# BB579 growth dn = yeast BB579 growth reduction in restrictive medium; S. cerevisiae BB579 growth, OD615, 48 h; inhibition, % at 10 µM; actives 0.51% (n = 140,000);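 active means inhibition above a set limit, 3 SD over the mean compound inhibition, cut at about 44% in these data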; further: inactives centre near -24
#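 System: DeaD yeast strain BB579; buffer or medium: CSMM-D dextrose restrictive medium; technique: OD at 615 nm; schedule: 4 h cell preincubation, 48 h compound exposure, 30 °C humidified; doses: single 10 µM dose; controls: amphotericin B 10 µg/mL, positive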
# * = called active by the depositor; · = not tested or not shown.
SMILES,Measles CPE,Yeast lifespan up,NPY Y2 blocker,E-sel TNF inh,GALR2 blocker,HCT116 bCat-KO,Phagocyt inh,PTEN del growth,MRP1 act,BB579 growth dn
COc1ccc(C2OC34CCCCC3C(C#N)(C#N)C2(C#N)C(=N)O4)cc1 (centres undefined),8,-1,5,-12,2,93,-3,91,-2.9,-15
COc1cc(NC(=S)Nc2cccnc2)cc(OC)c1,6,-3,9,·,9,91,-9,100,-2.0,-19
NC(=O)[C@@H]1CCCNc2c(I)cc([N+](=O)[O-])cc2C(=O)N[C@@H](CCCN=C(N)N)C(=O)N[C@@H](CCCN=C(N)N)C(=O)N1,3,2,0,-23,-5,94,·,96,0.5,4
CCOc1ccccc1C(=O)Nc1nnc(CC)s1,5,-7,2,-3,-1,87,·,96,-4.0,-28
CCOC(=O)c1oc2nc(CC(C)C)c3c(c2c1N)CCC3,18,-22,5,5,5,108,·,90,-0.6,-33
Cc1ccc(N2CCN(C(=O)c3ccccc3Br)CC2)c(C)c1,6,-8,8,2,-1,82,-1,84,0.9,-56
Cc1ccc(S(=O)(=O)CCC(=O)OCC(=O)c2c(C)[nH]c3ccccc23)cc1,1,1,-1,·,-1,86,-8,91,-2.0,-18
Nc1cc(N)c(OCC(F)(F)F)cc1OCC(F)(F)F,19,-10,1,21,-3,100,1,99,0.4,-8
CS(=O)(=O)Nc1cccc(C(=O)CC2(O)C(=O)Nc3ccc(Br)cc32)c1 (centres undefined),34*,-4,1,·,-9,83,0,84,-4.2,2
Clc1ccc(-c2nnc(Sc3nc4ccccc4o3)c3ccccc23)cc1,14,-5,2,-22,-3,19,·,26,-5.3,-34
C=CCNC(=S)N/N=C(\C)c1cccc(OC)c1,5,-3,3,-1,5,76,·,81,-3.7,-43
CCC(=O)c1ccc(OC(=O)c2cccs2)cc1,18,·,1,-14,-2,99,·,100,0.9,1
CCN(CC)CCOc1ccc2nc(N(C)C)sc2c1,4,-2,8,18,6,93,·,102,-0.8,-26
COc1ccc(OC)c(NC(=O)COC(=O)/C=C/c2ccc(Cl)cc2)c1,20,2,16,17,4,95,-11,98,-1.8,-59
Cc1cc2ccccc2c(=O)n1CC(=O)NCC1COc2ccccc2O1 (centres undefined),4,-9,2,-17,-2,103,-2,97,-1.3,-26
Cc1occc1-c1nnc(SCC(=O)Nc2ccccc2N2CCCCC2)n1C,13,-9,-1,3,-18,103,1,88,-1.1,-40
COc1ccc(-c2nc(=S)c3c([nH]2)Oc2ccc(C)cc2C3)cc1O,2,0,0,·,4,97,7,88,-3.2,-55
O=c1c2ccccc2c(C=NCc2ccccn2)c(O)n1-c1ccccc1,14,9,-1,·,5,93,-6,101,0.4,-33
Cc1ccc(S(=O)(=O)N2CCN(c3ccc(C(=O)N4CCOCC4)cc3[N+](=O)[O-])CC2)cc1,5,4,1,-3,9,82,-2,87,-1.9,-30
COc1ccc(-c2cc(CNC(=O)CN3CCN(C)CC3)on2)cc1,13,-6,-1,·,-5,90,-1,95,-0.8,1

# In another format: 16 of the compounds above
Molecule | Measles CPE | Yeast lifespan up | NPY Y2 blocker | E-sel TNF inh | GALR2 blocker | HCT116 bCat-KO | Phagocyt inh | PTEN del growth | MRP1 act | BB579 growth dn
COc1cc(NC(=S)Nc2cccnc2)cc(OC)c1 | 6 | -3 | 9 | · | 9 | 91 | -9 | 100 | -2.0 | -19
NC(=O)[C@@H]1CCCNc2c(I)cc([N+](=O)[O-])cc2C(=O)N[C@@H](CCCN=C(N)N)C(=O)N[C@@H](CCCN=C(N)N)C(=O)N1 | 3 | 2 | 0 | -23 | -5 | 94 | · | 96 | 0.5 | 4
CCOc1ccccc1C(=O)Nc1nnc(CC)s1 | 5 | -7 | 2 | -3 | -1 | 87 | · | 96 | -4.0 | -28
CCOC(=O)c1oc2nc(CC(C)C)c3c(c2c1N)CCC3 | 18 | -22 | 5 | 5 | 5 | 108 | · | 90 | -0.6 | -33
Cc1ccc(N2CCN(C(=O)c3ccccc3Br)CC2)c(C)c1 | 6 | -8 | 8 | 2 | -1 | 82 | -1 | 84 | 0.9 | -56
Cc1ccc(S(=O)(=O)CCC(=O)OCC(=O)c2c(C)[nH]c3ccccc23)cc1 | 1 | 1 | -1 | · | -1 | 86 | -8 | 91 | -2.0 | -18
Nc1cc(N)c(OCC(F)(F)F)cc1OCC(F)(F)F | 19 | -10 | 1 | 21 | -3 | 100 | 1 | 99 | 0.4 | -8
CS(=O)(=O)Nc1cccc(C(=O)CC2(O)C(=O)Nc3ccc(Br)cc32)c1 (centres undefined) | 34* | -4 | 1 | · | -9 | 83 | 0 | 84 | -4.2 | 2
Clc1ccc(-c2nnc(Sc3nc4ccccc4o3)c3ccccc23)cc1 | 14 | -5 | 2 | -22 | -3 | 19 | · | 26 | -5.3 | -34
C=CCNC(=S)N/N=C(\C)c1cccc(OC)c1 | 5 | -3 | 3 | -1 | 5 | 76 | · | 81 | -3.7 | -43
CCC(=O)c1ccc(OC(=O)c2cccs2)cc1 | 18 | · | 1 | -14 | -2 | 99 | · | 100 | 0.9 | 1
CCN(CC)CCOc1ccc2nc(N(C)C)sc2c1 | 4 | -2 | 8 | 18 | 6 | 93 | · | 102 | -0.8 | -26
COc1ccc(OC)c(NC(=O)COC(=O)/C=C/c2ccc(Cl)cc2)c1 | 20 | 2 | 16 | 17 | 4 | 95 | -11 | 98 | -1.8 | -59
Cc1cc2ccccc2c(=O)n1CC(=O)NCC1COc2ccccc2O1 (centres undefined) | 4 | -9 | 2 | -17 | -2 | 103 | -2 | 97 | -1.3 | -26
Cc1occc1-c1nnc(SCC(=O)Nc2ccccc2N2CCCCC2)n1C | 13 | -9 | -1 | 3 | -18 | 103 | 1 | 88 | -1.1 | -40
COc1ccc(-c2nc(=S)c3c([nH]2)Oc2ccc(C)cc2C3)cc1O | 2 | 0 | 0 | · | 4 | 97 | 7 | 88 | -3.2 | -55

# Part of the list above, limited to PTEN del growth, E-sel TNF inh and BB579 growth dn:
Structure	PTEN del growth	E-sel TNF inh	BB579 growth dn
Clc1ccc(-c2nnc(Sc3nc4ccccc4o3)c3ccccc23)cc1	26	-22	-34
C=CCNC(=S)N/N=C(\C)c1cccc(OC)c1	81	-1	-43
CCC(=O)c1ccc(OC(=O)c2cccs2)cc1	100	-14	1

# Remaining list, next part
SMILES,Measles CPE,Yeast lifespan up,NPY Y2 blocker,E-sel TNF inh,GALR2 blocker,HCT116 bCat-KO,Phagocyt inh,PTEN del growth,MRP1 act,BB579 growth dn
COc1ccc(N2C(=O)CC2(C#N)c2ccc(OCc3ccccc3)cc2)cc1 (centres undefined),5,5,-2,·,5,79,-7,78,-0.4,-23
O=C(Nc1nnc(/N=C/c2ccco2)s1)c1ccc(F)cc1,3,-16,-1,30,-8,84,·,82,-2.1,-16
COc1ccc(C(=O)NC2CCN(C(=S)Nc3cccc(C)c3C)CC2)cc1,4,-2,7,20,4,96,·,92,-1.7,-49
Cc1occc1C(=O)Nc1c(F)c(F)c(F)c(F)c1F,14,7,4,-1,-26,84,0,83,-1.6,-42
Cc1ccccc1-n1c(C)cc(/C=C2\NC(=O)NC2=O)c1C,8,·,-1,10,16,83,·,88,-4.8,-34
Cc1cc(O)cc(O)c1C(=O)Cc1cnn(-c2ccccc2)c1,15,-11,4,10,3,99,-1,94,2.3,7
CN(C)C(=O)COC(=O)c1cccnc1Nc1ccccc1F,9,-8,2,10,-6,98,2,94,-1.6,-11
C=CCn1c(CCNC(=O)c2ccc(Cl)c(Cl)c2)nnc1SCCOc1ccc(OC)cc1,8,-1,3,-4,0,60,·,63,-0.1,-12
O=C1CN(C(=O)C2CCCC2)CCN1,31,1,0,9,-15,99,-5,101,-0.9,-26
Cc1ccc2nc3c(cc(C(=O)NCC4CCCO4)n3C)c(=O)n2c1 (centres undefined),10,-7,0,26,-8,102,·,113,1.9,-31
CCC(=O)Nc1cc(=O)[nH]c2ncnn12,4,-10,1,·,5,99,0,103,0.2,7
COc1cc(Cl)c(C)cc1NC(C)C(=O)Nc1cc(C(F)(F)F)ccc1N1CCOCC1 (centres undefined),5,7,5,·,-2,55,-14,55,-3.5,-41
COc1ccc(-c2nnn(CC(=O)N(Cc3ccccc3Cl)C(C(=O)NCC3CCCO3)c3ccco3)n2)cc1 (centres undefined),8,-6,1,10,2,72,·,67,-0.5,-10
Cc1nn(Cc2c(Cl)cccc2Cl)c(Cl)c1/C=C/C(=O)OCC(=O)NCC(F)(F)F,18,-9,1,-26,-6,4.2*,-1,4,-2.6,-28
CCCCCNC(=O)N[C@H](C(=O)O)C(C)C,7,2,3,-7,5,91,-1,99,-2.5,-19
CCOc1ccc2nc(NS(=O)(=O)c3ccc4c(c3)n(C)c(=O)n4C)sc2c1,20,-6,2,5,0,107,-2,95,-0.8,-35
Cc1nc2cc3nc(C)sc3cc2s1,2,-28,1,-56,2,112,2,104,-1.2,9
COc1ccc(N=Nc2cnc(C)nc2-c2ccccc2)cc1,17,-12,-2,32,-11,80,-1,84,0.6,-33
CCOC(=O)c1cc2c3ccccc3n(CC)c2nc1N,6,-12,5,·,-9,102,1,96,0.8,-23
Cc1cc(C)c2c(CC(=O)O)coc2c1,6,-16,12,49,5,94,-1,96,1.1,-9
N#Cc1nc(COc2ccc(Cl)cc2Cl)oc1N1CCN(c2ccccc2)CC1,11,4,17*,·,-5,84,3,97,2.6,-43
COC(CNC(=O)c1ccc2c(c1)nc(C)n2-c1ccc(F)c(F)c1)OC,3,·,1,-41,7,101,·,102,1.0,-52
CN(C)/C=C1/Nc2ccccc2C1=O,8,-17,1,2,0,88,-2,85,-2.7,-3
CCOC(=O)c1cc(C(=O)c2cccs2)n2ccc(C(C)=O)cc12,3,-8,4,10,10,92,0,99,-2.0,-40
CSc1ccc(C(C(C(=O)c2cccs2)N2CCOCC2)N2CCOCC2)cc1 (centres undefined),3,-6,-1,-6,8,82,-5,80,-3.4,-2
O=C(Cn1nc(-c2ccc(Cl)cc2)ccc1=O)NCCN1CCOCC1,5,-5,1,7,1,104,1,99,0.5,6
O=C(NCc1ccco1)C1CC(=O)N(CCc2ccccc2)C1 (centres undefined),10,-14,3,-15,-26,87,0,77,-0.6,-6
CCOC(=O)c1ccccc1NS(=O)(=O)c1ccc(OCC)cc1,7,-11,7,-14,-7,15,2,19,-2.3,-38
